# PAFAH2 FP inh – PAFAH2 (human) inhibition | Q99487 | 0.99% of 340,000 active | recombinant PAFAH2, FP-rhodamine activity probe, fluorescence polarization | inhibition, % at 3.39 µM;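 active = inhibition above the mean over all tested compounds plus 3 SD, cut at about 30% in these data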;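 note: inhibitors block probe labeling of enzyme so polarization drops; 0% = enzyme with DMSO and 100% = wells lacking PAFAH2 protein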
# Numbers without * were called inactive. This is a subset; rates above refer to the full screens.
PAFAH2 FP inh	SMILES
5.5	O=C(NCC1COc2ccccc2O1)c1ccc(F)c(S(=O)(=O)N2CCOCC2)c1 (stereo unspecified)
1.0	C/C(=N\NC(=O)C(O)(c1ccccc1)c1ccccc1)c1ccc(NC(=O)CCCC(=O)O)cc1
1.3	CCc1c(C)c2cc(Cl)c(O)c(CN3CCCC3)c2oc1=O
-1.3	CCOc1ccccc1NC(=O)Nc1ccc(OC)nc1
0.2	Cc1cc(C)c(C)c(C(=O)C(=O)c2ccccc2)c1
5.4	Cc1cccc(C)c1-n1nnnc1SCC(=O)N1CCNC1=O
6.4	O=C(N/N=C/c1ccccn1)c1cc(Br)ccc1O
0.2	Cc1c(Cl)cccc1NS(=O)(=O)c1ccccc1
8.4	Cn1c(=O)[nH]c2c(c1=O)CCO2
10.4	COc1ccc(-c2oc3cc(O)c(OC)c(O)c3c(=O)c2OC)cc1O
-7.8	N=NC(=O)c1ccccc1Nc1c(O)[nH]c2ccccc12
1.5	O=[N+]([O-])c1ccc(Cl)c(/C=N/N2CCN(C3c4ccccc4-c4ccccc43)CC2)c1
-4.2	COc1ccc(CNc2ncnc3cc(Cl)ccc23)cc1OC
0.3	O=C(NCCc1ccccc1O)c1cc2c(cc1[N+](=O)[O-])OCO2
6.2	COC(=O)c1cc2c(=O)c3ccccc3oc2nc1C
4.9	COc1cc(OC)cc(C(=O)N(Cc2nc(-c3cccc(C)c3)no2)C(C)C)c1
9.5	O=C1NCCN(CC2CCN(CC3CCCC3)CC2)C1=O
6.0	COC(=O)c1ccc(CCc2cc(O)ccc2O)cc1
10.1	CCCCN1CC(COCc2ccccc2)Oc2cccc(Oc3ccc(C)cc3)c2S1(=O)=O (stereo unspecified)
6.5	Cc1noc(NS(=O)(=O)c2ccc(NC(=O)c3cccc(S(=O)(=O)N(C)c4ccccc4)c3)cc2)c1C
-4.2	Nc1nc2c(nnn2Cc2ccc(Cl)c(Cl)c2)c(=O)[nH]1
-2.6	CN(CC(=O)NCCc1ccc(S(N)(=O)=O)cc1)CC(=O)Nc1ccc(Cl)c(C(F)(F)F)c1
7.1	O=c1[nH]c(C(F)(F)C(F)(F)C(F)(F)F)no1
-9.1	COc1ccc(N(C)C(=O)Nc2ccc3nsnc3c2)cc1
-1.7	Cc1ccc(N2CC(C(=O)N3CCN(c4ccccn4)CC3)CC2=O)cc1 (stereo unspecified)
2.8	Cc1cc(C)c(C)c(S(=O)(=O)NCC(=O)Nc2ccccc2F)c1C
-2.2	O=C(OCc1ccccc1)N1CCC2CC1c1cc(-c3ccc(F)cc3)ccc12 (stereo unspecified)
1.4	Nc1nc2ccc(Oc3ccccc3)cc2s1
3.4	CCc1ccc(C(=O)CN2C(=O)NC3(CCCCCC3)C2=O)cc1
4.1	COC(=O)c1cccc(Nc2c3c(nc4ccccc24)CCC3)c1

# Looked up by compound from the entries so far (five):
PAFAH2 FP inh	SMILES
8.4	Cn1c(=O)[nH]c2c(c1=O)CCO2
-1.7	Cc1ccc(N2CC(C(=O)N3CCN(c4ccccn4)CC3)CC2=O)cc1 (stereo unspecified)
6.2	COC(=O)c1cc2c(=O)c3ccccc3oc2nc1C
0.2	Cc1cc(C)c(C)c(C(=O)C(=O)c2ccccc2)c1
9.5	O=C1NCCN(CC2CCN(CC3CCCC3)CC2)C1=O

# (continued)
PAFAH2 FP inh	SMILES
4.5	Cc1ccccc1CCNC(=O)C1CCN(S(=O)(=O)c2ccc(-n3cnnn3)cc2)CC1
-5.9	CCN1C[C@@H]2[C@@H]3C(=O)N(C)C(=O)[C@@H]3[C@](C)(C1=O)N2C(=O)c1ccc(Cl)c(Cl)c1
-5.3	CCC(C)(C)n1nnnc1C(c1ccc(N(C)C)cc1)N1CCN(C2CCCCC2)CC1 (stereo unspecified)
-5.1	Cc1ccc(NC(=O)NN2CCN(C)CC2)cc1C
2.9	O=C(CCSCCC(=O)NN=Cc1cccc(Cl)c1)NN=Cc1cccc(Cl)c1
-8.9	CSCCC1NC(=O)C(C(C)=NNC(N)=O)=C1O (stereo unspecified)
1.7	Cn1cc(Br)c(C(=O)N/N=C/c2cc3ccccc3nc2Cl)n1
4.0	O=C(NCO)c1cccnc1
-4.0	COc1ccc(N=C2S/C(=C\c3ccc(OCC(=O)O)cc3)C(=O)N2CCc2c[nH]c3ccccc23)cc1
3.9	COC(=O)C1CC2=C(CC(C)(C)CC2=O)N(c2ccccc2)C1=O (stereo unspecified)
-3.5	O=C(Cc1ccccc1)NC(CSSCC(NC(=O)Cc1ccccc1)C(=O)O)C(=O)O (stereo unspecified)
-2.6	CCOc1c(Br)cc(Br)cc1/C=C1\SC(N)=NC1=O
2.6	CCN1C[C@@H]2[C@@H]3C(=O)N(Cc4ccccc4)C(=O)[C@@H]3[C@](C)(C1=O)N2C(=O)c1ccc(C)cc1
-0.9	COc1ccc(C2C(C#N)=C(N)Oc3cc(N)ccc32)cc1 (stereo unspecified)
1.3	CCOC(=O)c1ccc(Nc2nc(C)cc(C)n2)cc1
-1.4	Cc1nc(C(=O)NCCO)cc2c1[nH]c1ccccc12
1.9	CN(C1CCCCC1)S(=O)(=O)c1ccc2c(c1)CCC(=O)N2
-13.3	COc1ccc(/C=C/C(=O)c2ccc(C(=O)/C=C/c3ccc(OC)c(OC)c3)cc2)cc1OC
9.7	CS(=O)(=O)Nc1ccc(C2=NN(C(=O)c3ccco3)C(c3ccco3)C2)cc1 (stereo unspecified)
1.0	CCn1c(SCc2cccc(F)c2)nnc1-c1ccncc1
-1.3	CC(=NNc1nc2ccccc2s1)c1ccncn1
3.9	CCN(C(=O)CSc1nnc(-c2ccccc2Cl)n1N)c1c(N)n(Cc2ccccc2)c(=O)[nH]c1=O
9.7	OC1Cc2ccccc2C1Nc1cccc(C(F)(F)F)c1 (stereo unspecified)
9.1	O=C(CC1C[C@H](C(=O)N2CCCCC2)[C@@]2(CCc3ccccc3)c3[nH]c4ccccc4c3CCN2C1=O)NCCc1ccccn1 (stereo partly specified)
41.8*	O=c1cc2oc3cc(O)c(O)cc3c(-c3ccccc3O)c-2cc1O
1.4	CC(=O)Nc1ccc(NC(=O)C(C)OC(=O)C2CCN(S(=O)(=O)c3ccccc3C(F)(F)F)CC2)cc1 (stereo unspecified)
7.3	Cc1[nH]c(-c2ccc(F)cc2)cc1C(=O)N1CCN(c2ccccc2)CC1
8.0	CC1CN(N=Cc2ccc([N+](=O)[O-])o2)C(=N)O1 (stereo unspecified)
1.1	CC(C)c1cc(CN2C(C)COCC2C)cc(C(C)C)c1O (stereo unspecified)
-1.2	C=CCOCC(O)Cn1c(N2CCCC2)nc2c1c(=O)n(C)c(=O)n2C (stereo unspecified)
-6.7	O=C(O)C1C2OC3C(OC(=O)C31)C2Br (stereo unspecified)
-1.0	CS(=O)(=O)Nc1ccc(C(=O)N2CC(=O)Nc3ccccc32)cc1
-2.3	COc1cc(NC(=O)CCN2CCN(C/C=C/c3ccccc3)CC2)cc(OC)c1
2.3	Cc1cc(C)c(S(=O)(=O)N/N=C/c2ccc3c(c2)OCO3)c(C)c1
-7.7	O=C(O)CSc1cc(C(=O)c2ccccc2O)cn2c(=O)c3c4c(sc3nc12)CCCC4
-2.0	CCOc1ccc(NC(=O)CNC(=O)Cc2ccccc2)cc1
-3.3	Cn1c(CCC(=O)Nc2ccc(S(C)(=O)=O)cc2)nc2cc(S(=O)(=O)N3CCOCC3)ccc21
-0.8	CCCc1ccc(C(C)NC(=S)NC2CCCCC2)cc1 (stereo unspecified)
-1.9	O=C(O)c1ccc(S(=O)(=O)NCC2CCCCC2)cc1
2.7	C=CCSc1nc2c(C(=O)OCC)nnn2c2ccccc12
-4.4	OC(c1ccccc1)C(NCCNCc1ccccc1)c1ccccc1 (stereo unspecified)
-4.4	O=C1CCC[C@@H]2Cc3nc4ccc(Cl)cc4cc3[C@@H]3CCN1[C@H]23
3.9	CC(=O)Nc1cccc(-c2nnc(-c3ccc(C)cc3)o2)c1
5.8	Cc1nc(N)nc(N)c1/C=C/C(C)(C)c1ccc(Cl)cc1
-3.8	COC(=O)c1cccc(C(=O)N2CCCC(C(=O)c3ccccc3OC)C2)c1 (stereo unspecified)
0.1	O=S1(=O)CCC(NC(=S)SCc2ccccc2Br)C1 (stereo unspecified)
-1.6	Cc1c(NS(=O)(=O)c2cc(C(=O)NC(C)c3ccccc3)ccc2Cl)c(=O)n(-c2ccccc2)n1C (stereo unspecified)
3.4	O=C(CN1CCN(S(=O)(=O)c2ccc(Cl)c(C(F)(F)F)c2)CC1)NC(=O)NC1CCCCC1
1.6	Cc1cc(Cl)c2oc(C(=O)N(C)Cc3nccn3C)c(C)c2c1
0.4	Cc1cc(Oc2cccc3c2S(=O)(=O)N(C2CCCC2)CC(COCc2ccccc2)O3)cc(C)c1C (stereo unspecified)
3.3	CSc1ccc(/C=C/C(=O)OCC(=O)N2CCN(c3ccccc3)CC2)cc1
-5.5	Cc1ccc2nc(COC(=O)CNC(=O)c3ccccc3)cn2c1
7.2	CC1=N/C(=C/c2ccco2)C(=O)O1
34.8*	CCOC(=O)c1ccccc1NC(=O)COC(=O)c1ccc(OCC(=O)N2CCOCC2)c(OCC)c1
-3.5	O=C1NC(=S)S/C1=C\c1cc(Cl)ccc1Cl
-2.5	CCN(CC(=O)Nc1ccc(OC)cc1)C(=O)c1ccc(OCc2c(C)noc2C)cc1
1.1	COC(=O)c1ccc(OCC(O)CN2C(=O)NC(C)(C)C2=O)cc1 (stereo unspecified)
-2.1	Cc1ccc(S(=O)(=O)N2CCc3ccccc3CC2)cc1
1.3	O=C1C=CC2(C=C1)O[C@H](Cc1ccccc1)[C@@H](Cc1ccccc1)O2
1.9	O=C(CCCCn1cnc2c(=S)nc[nH]c21)Nc1ccc(C(=O)O)cc1

# The list goes on.
PAFAH2 FP inh	SMILES
10.5	COc1cc(NC(=O)c2cccs2)c(OC)cc1NC(=O)Nc1ccc(F)cc1
-1.2	CN(C)CCN1C(=O)c2cccc3cc([N+](=O)[O-])cc(c23)C1=O
1.1	CC1CCc2nc3ccc(S(=O)(=O)N4CCC(C(=O)NC5CCCC5)CC4)cc3c(C(=O)O)c2C1 (stereo unspecified)
-4.0	COC(=O)C1=CN(c2ccc(F)cc2)C=C(C(=O)OC)C1c1ccc([N+](=O)[O-])cc1
-6.4	CC(=O)Nc1ccc(S(=O)(=O)N/N=C/c2ccc(C)o2)cc1
1.7	CC(c1ccccn1)C(C)(O)C(C)c1ccccn1 (stereo unspecified)
-2.3	CCOc1ccc(OCCn2c(=S)[nH]c3ccccc32)cc1
-10.4	COc1ccc(Nc2nc(-c3cccnc3)cs2)c(OC)c1
-1.6	CCN(C(=O)COC(=O)CCC(=O)c1ccc(Cl)cc1)c1c(N)n(Cc2ccccc2)c(=O)[nH]c1=O
-1.8	CC(C)(CC1(C)NC(=O)NC1=O)OCc1ccccc1 (stereo unspecified)
1.6	CC(C)OC(=O)c1ccc(NCc2cc(O)ccc2O)cc1Cl
24.8	NC1=C(Br)C(=O)c2ncccc2C1=O
4.9	Cc1ccc(C)c(NC(=O)C(OC(=O)c2cc[n+]([O-])cc2)c2ccccc2)c1 (stereo unspecified)
9.1	O=C(O)c1cc(-c2ccco2)nn1-c1ccc(Cl)cc1
-0.2	COC(=O)c1ccc(COc2ccc(C#N)cc2)o1
43.2*	Cc1ccccc1NC(=O)COC(=O)CC1CCCC1
3.1	COc1ccccc1OCCn1c(=S)[nH]c2ccccc21
2.1	O=C(CCc1ccccc1)Nc1cc(S(=O)(=O)N2CCOCC2)ccc1N1CCCC1
0.1	CS(=O)(=O)N1CCN(c2ccc(NC(=O)c3ccc([N+](=O)[O-])o3)cc2)CC1
-8.6	CS(=O)(=O)c1ccc(C(=O)N2CCN(S(=O)(=O)c3ccc(C4CCCCC4)cc3)CC2)cc1
-17.9	Cc1ccc(/C=N/NC(=O)c2cc3c(ccc4ccccc43)o2)o1
0.4	CCOC(=O)c1c(-c2ccccc2)csc1NC(=S)N(CC)CC
1.9	Cc1ccc(C2=NO[C@@](CC(=O)O)(C(=O)Nc3ccc4c(c3)OCCO4)C2)cc1
6.5	CC(=O)Oc1ccc(C(=O)Nc2cccc(C(=O)Nc3ccccc3C(=O)O)c2)cc1
-8.8	COc1ccc(/C=C2\SC(=S)NC2=O)cc1OS(=O)(=O)c1ccc(NC(C)=O)cc1
-1.8	Cc1ccc2nc(-c3ccc(NC(=O)CNC4CC4)cc3)sc2c1
-0.6	COc1ccc(CCC(=O)NNC(=O)Nc2cccc(Cl)c2)cc1
4.2	COc1ccc(CCC(=O)Nc2cccc(S(=O)(=O)N3CCOCC3)c2)cc1OC
-3.4	Cc1ccc(OC(=O)c2ccc3c(=O)n4c(nc3c2)CCC4)cc1
5.7	Cc1ccc(S(=O)(=O)N2CCOCC2)cc1C(=O)NC1CCN(Cc2ccccc2)CC1
-8.3	Cc1cccc(-c2cc(C(=O)Nc3ccncc3)c3ccccc3n2)c1
-0.1	COc1ccc(C(=O)NCC(c2ccco2)N2CCCCC2)cc1S(=O)(=O)Nc1ccc(C)cc1 (stereo unspecified)
-2.7	COc1ccc(-c2csc(NC(=O)c3c(C)noc3C)n2)cc1F
-1.8	O=C(NCCc1ccc(F)cc1)Nc1ccc([N+](=O)[O-])cc1
2.1	CN(C)CCCN(C(=O)/C=C/c1cccs1)c1nc2c(F)cccc2s1
0.7	COc1ccc(Cl)cc1NC(=O)CN(C)C(=O)c1cc2c(s1)CCCC2
-2.9	O=C(NC1CC1)c1cccc(NC(=O)C2CCCCC2)c1
4.8	Cc1ccc2c(O)c(Cc3ccccc3)c(=O)[nH]c2n1
-5.7	CCc1nc2sc3c(c2c(=S)[nH]1)CC(C)(C)OC3
4.8	CC(CCC(=O)NN)C1CCC2C3CCC4CC(O)CCC4(C)C3CCC12C (stereo unspecified)

# PAFAH2 FP inh: what is marked active above
PAFAH2 FP inh	SMILES
41.8*	O=c1cc2oc3cc(O)c(O)cc3c(-c3ccccc3O)c-2cc1O
34.8*	CCOC(=O)c1ccccc1NC(=O)COC(=O)c1ccc(OCC(=O)N2CCOCC2)c(OCC)c1
43.2*	Cc1ccccc1NC(=O)COC(=O)CC1CCCC1

# Compound activity: PubChem, The Scripps Research Institute Molecular Screening Center
